PTHR1 agonist: activates the human parathyroid hormone receptor PTHR1. Q03431. HEK293 GP2 PTHR1 cells, GloSensor cAMP luminescence, 1 h. Potency, µM (doses to about 115 µM), for inactives: at the top dose activation, actives largely listed as activators. 0.075% of 410,000 active. AID 743266; further: potency means the concentration at half of the fitted maximal effect; nearly all actives have a fitted effect of over 55% in size; some results filed as inactive show a strong effect at the top dose; inactives centre near -15; many of its hits are not listed in these tables
Target sequence (Q03431 whole entry, looked up): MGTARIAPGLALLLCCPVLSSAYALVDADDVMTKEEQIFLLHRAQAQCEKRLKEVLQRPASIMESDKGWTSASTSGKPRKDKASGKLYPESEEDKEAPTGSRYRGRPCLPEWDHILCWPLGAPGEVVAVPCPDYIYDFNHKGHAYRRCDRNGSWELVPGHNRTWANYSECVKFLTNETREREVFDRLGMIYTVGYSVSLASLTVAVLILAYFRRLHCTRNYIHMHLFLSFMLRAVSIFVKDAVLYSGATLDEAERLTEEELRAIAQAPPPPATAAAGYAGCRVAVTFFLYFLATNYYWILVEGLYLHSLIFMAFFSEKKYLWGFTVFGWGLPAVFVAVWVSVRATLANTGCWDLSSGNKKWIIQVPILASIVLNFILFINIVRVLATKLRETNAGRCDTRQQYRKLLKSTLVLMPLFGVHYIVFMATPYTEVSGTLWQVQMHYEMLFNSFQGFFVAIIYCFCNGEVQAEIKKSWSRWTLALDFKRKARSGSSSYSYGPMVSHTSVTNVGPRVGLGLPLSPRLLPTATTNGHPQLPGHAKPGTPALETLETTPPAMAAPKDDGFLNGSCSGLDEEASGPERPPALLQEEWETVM
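HEK-293-derived GP2 cells expressing PTHR1 and a GloSensor cAMP reporter, 3,000/well, plated overnight, given luciferin plus IBMX (each 0.5 mM as added) for 1 h at 37 °C, then compound for 1 h at 37 °C. Luminescence was read after 15 min at room temperature.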
PLK1 PBD block: inhibitors of human PLK1 polo-box domain binding. P53350. Plk1 PBD binding of FITC phosphopeptide, fluorescence polarization. Potency, µM, for the others: max response, negative = inhibition, actives largely listed as inhibitors. 2.8% of 360,000 active; further: potency means the concentration at half of the fitted maximal effect; series mostly up to about 57 µM; on the % scale 0 is the no-effect control and ±100 the full control effect; nearly all actives have a fitted effect of over 65% in size
GLP-1R agonist: activates the human GLP-1 receptor | 0.007% of 380,000 active | Potency, µM (titrated, usually from 45.6 µM), inactives show at the highest dose activation, hits mostly activators | HEK293 GLP-1R CRE-luciferase, luminescence, 4-6 h; cells express a hypersensitive GLP-1R form | P43220; further: potency means the concentration at half of the fitted maximal effect; % of control where 0% means no effect
IL-2 act: IL-2 activation; IL-2 activation reporter assay, cell-based qHTS; stimulated with anti-CD3/CD4/CD28 beads; in transgenic mouse T cells; activation, % (series mostly up to about 46 µM); 0.065% of 360,000 active; in the data active means activation above about 50%; inconclusive means mostly about 30% to 49%; further: 0% is about no effect
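Quantitative HTS in unstimulated transgenic mouse T cells, with memory T cells as non-tolerant control and PMA/ionomycin as tolerance-bypass control. Compound pretreatment lasted 60 minutes before 18 h bead stimulation; EGFP/DsRed fluorescence read.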
HEK293 tox: cytotoxicity in counter-screen for GLP-1R inverse agonists. HEK293 cAMP-luciferase reporter cells, luminescence, 24 h. 0.13% of 410,000 active. Potency, µM (highest dose often 38.3 µM), for inactives: at the highest dose activity change, negative = inhibition, usual class: inhibitors;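 further: loss of luciferase light is scored as toxicity; potency means the concentration at half of the fitted maximal effect; on the % scale 0 is the no-effect control and ±100 the full control effect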
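A 23 nL compound transfer followed 12 hours of cell culture at 37 deg C; exposure then lasted 24 hr. Luciferase assay detection reagent was dispensed and plates read for luminescence after a 12 min room-temperature wait.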
EPAC1 agonist: EPAC1 (human) agonism | O95398 | 0.073% of 360,000 active | Potency, µM (top dose mostly 154 µM), for inactives: at the top dose activation, most hits filed as activators | EPAC1 agonist qHTS, biochemical assay; response scale: 100% = response to 6.5 mM cAMP | AID 720707; further: potency means the concentration at half of the fitted maximal effect; nearly all actives have a fitted effect of over 60% in size
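Nucleotide exchange by EPAC1 (100 nM) on Rap1B–BODIPY-GDP (250 nM) in the presence of 50 uM GDP is tracked fluorescently at 480/540 nm over 30 min. Signals are normalized to a 6.5 mM cAMP control.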
EPAC1 antag: blocks human EPAC1 exchange factor | EPAC1 GEF assay, Rap1b-BODIPY-GDP exchange fluorescence | Potency, µM (titrated, usually from 115 µM), inactives show top-dose activity change, negative = inhibition, hits mostly inhibitors | O95398 | 0.14% of 360,000 active;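 further: potency means the concentration at half of the fitted maximal effect; plate controls were vehicle for no effect and positive control for full effect; nearly all actives have a fitted effect of over 50% in size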
PI5P4Ka inh: PI5P4K alpha (human) kinase inhibition | P48426 | PI5P4Kalpha enzyme, ADP-Glo luminescence, 60 min; stronger effect = lower value | max response, % | 1.2% of 330,000 active | AID 652105; active means max response of -50% or lower; inconclusive means between -30% and -50%; inactive means -30% or higher; further: value at the top dose of about 77 µM; on the % scale 0 is the no-effect control and ±100 the full control effect
Target sequence (P48426 whole entry, looked up): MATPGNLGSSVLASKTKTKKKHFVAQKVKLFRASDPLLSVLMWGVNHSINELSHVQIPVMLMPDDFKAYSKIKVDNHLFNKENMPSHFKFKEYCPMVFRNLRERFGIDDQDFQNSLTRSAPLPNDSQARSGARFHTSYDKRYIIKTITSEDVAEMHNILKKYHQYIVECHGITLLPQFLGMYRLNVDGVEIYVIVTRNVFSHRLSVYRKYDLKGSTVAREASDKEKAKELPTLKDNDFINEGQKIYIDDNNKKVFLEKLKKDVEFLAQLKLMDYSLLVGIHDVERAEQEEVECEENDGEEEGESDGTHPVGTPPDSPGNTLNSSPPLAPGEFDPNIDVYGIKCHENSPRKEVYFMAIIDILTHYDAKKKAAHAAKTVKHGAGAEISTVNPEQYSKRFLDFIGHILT
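PI5P4Kalpha ADP-Glo assay; 5 microM ATP final; 60 min RT reaction; HEPES pH 7.4/EGTA/CHAPS, 5% DMSO; controls lacking substrate or enzyme; luminescent end-point.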
GLP-1R inv ag: acts as inverse agonist at human GLP-1 receptor. P43220. 1.6% of 410,000 active. Potency, µM (series often up to 38.3 µM), without a hit: at the top dose activity change, negative = inhibition, actives largely listed as inhibitors. HEK293 GLP-1R CRE-luciferase, luminescence, 24 h; GLP-1R form is constitutively active; further: potency means the concentration at half of the fitted maximal effect; on the % scale 0 is the no-effect control and ±100 the full control effect; nearly all actives have a fitted effect of over 55% in size
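Constitutively active GLP-1R drives a cAMP-responsive luciferase in stably transfected HEK293 cells; test compounds are added after overnight (12 h) attachment and left 24 hr, and signal loss in luminescence marks inhibition.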
* hit, by the source's call; i = inactive; ? = inconclusive; · = not tested or not shown; [ ] = remark or other dose. Unless noted, the call rests on the fitted dose curve; in most records, active means well fitted curve in the direction sought with a large enough effect; inconclusive means small, poorly fitted or top-dose-only effect, or another doubt; inactive means no such curve, though single readings can be large; an effect the other way counts as inactive or inconclusive.

SMILES	PTHR1 agonist	PLK1 PBD block	GLP-1R agonist	IL-2 act	HEK293 tox	EPAC1 agonist	EPAC1 antag	PI5P4Ka inh	GLP-1R inv ag
CN(Cc1ccccc1)C(=O)c1ccc(NC(=O)Cc2cccc(NC(=O)C3CCN(C(=O)C4CCCC4)CC3)c2)cc1	-11%	-7%	8%	-0.6	-1%	2%	0%	-8	-1%
Cc1cccc(NC(=O)c2cccc(S(=O)(=O)N(C)c3ccccc3)c2)n1	-64%[inhibitor]	1%	-35%	-2.8	0%	-5%	-3%	4	?
CCCc1cc(=O)[nH]c(SCC(=O)C(C)(C)C)n1	i	-14%	0%	-0.1	5%	4%	7%	0	0%
Cn1ccnc1-c1ccc(-c2nccn2C)cc1	i	-3%	0%	-1.2	8%	3%	-7%	1	46%[activator]
CCC1CCCCN1C(=O)Nc1ccc(F)cc1 (stereo not drawn)	i	-13%	-6%	2.7	-5%	13%	-12%	·	0%
COc1ccc(-c2oc3ncn4nc(-c5ccc(Cl)cc5)nc4c3c2-c2ccc(OC)cc2)cc1	-22%	·	-6%	·	1%	·	·	·	-6%
O=C1/C(=C\c2ccccc2)CCC/C1=C/c1ccccc1	-31%[inhibitor]	-9%	-1%	0.0	-11%	-1%	-12%	-5	23%
COc1ccc(-c2nnc(NC(=O)c3cc(C)on3)s2)cc1	i	-27%	2%	0.0	10%	5%	-1%	·	9%
O=C1/C(=C/c2ccc(F)cc2)SC(=S)N1N1CCOCC1	-14%	-8%	1%	0.3	-9%	4%	-11%	1	10%
CCOc1ccc(NC(=O)CN2C(=O)CC(C)Sc3ccccc32)cc1 (stereo not drawn)	i	·	7%	·	-8%	·	·	·	-24%
CC(C)(C)OC(=O)N(CCc1ccccc1)Cc1ccccc1OCc1ccc(NC(=O)C2CCCC2)cc1	-5%	-10%	12%	0.1	-4%	2%	1%	-4	?
O=C(CC[C@H]1O[C@@H](n2cnc3c(NC(=O)c4ccccc4)ncnc32)[C@H](O)[C@@H]1O)NCCCN1CCOCC1	-21%	-1%	-7%	2.2	-2%	-13%	3%	0	16%
O=C1NC(=O)c2cc(Oc3ccc([N+](=O)[O-])cc3)ccc21	i	-1%	-5%	-2.3	-12%	-8%	4%	-17	3%
Cc1cccc2[nH]c(-c3ccc(NC(=O)c4ccco4)cc3)nc12	-17%[57.5 µM]	?	9%	-0.8	-23%	8%	-10%	-13	?
Cc1ccc(S(=O)(=O)N2CCOCC2)cc1NC(=O)COC(=O)c1ccc(OCc2c(C)noc2C)cc1	-17%	-2%	2%	0.9	-1%	-3%	-15%	0	19%
COC(=O)c1ccc(C)c(NS(=O)(=O)c2ccc(NC(C)=O)cc2)c1	i	1%	13%	-1.5	2%	11%	0%	·	20%
Cc1nc2sc(-c3ccccc3)cc2c(=O)[nH]1	-9%	5%	-6%	-0.6	-24%	-1%	13%	·	?
COc1cc(NC(=O)c2ccc(N3CC4CC(C3)c3cccc(=O)n3C4)c(NC(=O)c3ccncc3)c2)cc(OC)c1OC (stereo not drawn)	i	-5%	8%	-3.3	-8%	6%	6%	-1	42%[activator]
O=C(Nc1ccc(Cl)cc1)N1CCOC12CCCCC2	i	-1%	-2%	0.9	0%	21%	-5%	2	-8%
CN(C(=O)c1ccco1)c1ccccc1C(=O)O	-15%	-2%	3%	0.1	4%	-2%	-5%	0	-6%
Cc1ccc(C(=O)C2=C(O)C(=O)N(CCCn3ccnc3)C2c2ccc(OC(C)C)cc2)o1 (stereo not drawn)	-2%[57.5 µM]	2%	7%	1.2	14%	12%	7%	·	7%
COc1ccc2cc(C(=O)N/N=C/c3cc(OC)c(OC)c(OC)c3)[nH]c2c1	-30%[inhibitor]	-3%	-3%	1.7	-22%	-4%	-10%	-10	?
Cn1c(=O)oc2cc(S(=O)(=O)N3CCCC(C(=O)NCCc4ccc(Cl)cc4)C3)ccc21 (stereo not drawn)	-61%[inhibitor]	·	0%	·	4%	·	·	·	-15%
O=C(NC(=S)NNS(=O)(=O)c1ccc(Cl)cc1)c1cccnc1	-19%	-19%	1%	-0.1	3%[7.66 µM]	-8%	-1%	-2	-24%[7.66 µM]
Cc1ccc(CCNS(=O)(=O)c2cc3c(cc2Cl)NC(=O)CO3)cc1	i	-4%	-4%	-1.8	0%	-10%	10%	-3	?
COc1c(O)ccc2c1CN1CCc3cc4c(cc3C1C2)OCO4 (stereo not drawn)	21%	24µM*	-2%	-0.6	1%	-10%	?	?	-25%
COc1ccc(OCc2nnc(SC(C)C(=O)Nc3nccs3)n2-c2ccccc2)cc1 (stereo not drawn)	-37%[inhibitor]	-5%	-2%	-2.8	-17%	12%	4%	·	?
CCOC(=O)C1=C(C)NC(=O)NC1c1ccccc1OCc1c(F)cccc1Cl (stereo not drawn)	-4%[57.5 µM]	-4%	3%	-0.5	-26%	4%	-12%	2	?
OC[C@@H]1CN(Cc2ccc(-c3ccccc3)cc2)C[C@H](n2cnc3c(N4CCCC4)ncnc32)O1	i	-3%	8%	0.1	1%	1%	-10%	1	-28%
O=S(=O)(c1ccc(-c2ccccc2)cc1)N1CCCC1	-10%	-5%	6%	0.2	-11%	8%	-3%	3	20%

Arranged by the number under PI5P4Ka inh (low to high): 3 from the list above.
| mol | PTHR1 agonist | PLK1 PBD block | GLP-1R agonist | EPAC1 antag | PI5P4Ka inh | GLP-1R inv ag |
| --- | --- | --- | --- | --- | --- | --- |
| COc1ccc2cc(C(=O)N/N=C/c3cc(OC)c(OC)c(OC)c3)[nH]c2c1 | -30%[inhibitor] | -3% | -3% | -10% | -10 | ? |
| O=C(NC(=S)NNS(=O)(=O)c1ccc(Cl)cc1)c1cccnc1 | -19% | -19% | 1% | -1% | -2 | -24%[7.66 µM] |
| CCOC(=O)C1=C(C)NC(=O)NC1c1ccccc1OCc1c(F)cccc1Cl (stereo not drawn) | -4%[57.5 µM] | -4% | 3% | -12% | 2 | ? |

Following part
SMILES	PTHR1 agonist	PLK1 PBD block	GLP-1R agonist	IL-2 act	HEK293 tox	EPAC1 agonist	EPAC1 antag	PI5P4Ka inh	GLP-1R inv ag
CCOC1CCCc2oc(-c3ccc(OC)cc3)c(C#CCCO)c21 (stereo not drawn)	-19%	-8%	16%	-0.8	0%	4%	-14%	5	-19%
CCOCC(=O)Nc1cc(C(=O)OC)cc(C(=O)OC)c1	-19%	-15%	4%	-2.2	3%	1%	-17%	-5	23%
COc1ccc(/C=N/Nc2nc(Nc3ccccc3)nc(N3CCCC3)n2)cc1	-20%	-8%	7%	3.4	4%[7.66 µM]	-3%	-3%	-3	13%[7.66 µM]
Cc1ccc(S(=O)(=O)NCC(=O)OCC(=O)N2CCc3ccccc32)cc1	-3%[57.5 µM]	-10%	2%	0.4	28%	4%	8%	-7	13%
CCOc1ccccc1N1CCN(C(=O)c2csc(C)c2CC)CC1	i	5%	7%	-2.0	-6%	4%	?	5	?
S=c1[nH]nc(-c2cc3ccccc3o2)n1Cc1ccccc1	-7%[57.5 µM]	-30%	1%	-0.2	?	0%	-23%	-17	?
Cc1cc(C)cc(N(CC(=O)Nc2cc(C)ccc2C)S(=O)(=O)c2c(C)[nH]c(=O)[nH]c2=O)c1	i	-14%	4%	-1.9	1%	1%	4%	1	-24%
CCc1c(O)nc(SCC(=O)Nc2ccccc2)n(C(C)CC)c1=O (stereo not drawn)	-5%[57.5 µM]	?	4%	0.9	2%	13%	5%	·	-5%
COc1cc(C(=O)COC(=O)c2ccncc2)cc(OC)c1OC	i	-15%	16%	-0.2	5%	0%	-20%	1	58%[activator]
Cc1cc(C)nc(SCC(=O)N(C)C)n1	i	-11%	1%	-1.7	-5%	6%	-6%	-3	12%
Cc1cccc(-n2ccnc2SCC(=O)Nc2nnc(C)s2)c1	i	-20%	-3%	-1.9	-21%	-11%	-17%	5	-29%
CCCNC(=O)COC(=O)c1ccccc1C(=O)N(C)C1CCCCC1	i	-15%	-3%	0.1	-11%	-11%	5%	3	-7%
COc1ccc(NC(=O)CSc2nc(SC)ns2)cc1	i	-8%	19%	-0.1	6%	-2%	3%	1	-18%
CC(C)OCCCn1c(SCC(=O)Nc2ccccc2C(F)(F)F)nc2nccnc2c1=O	i	-11%	10%	-0.4	-11%	3%	4%	3	5%
Cc1ccc(NS(=O)(=O)c2cccc(C(=O)NCCCn3ccnc3)c2)cc1	-22%	2%	-3%	5.5	2%	4%	4%	5	?
Cc1noc(C)c1COc1ccc(C(=O)OCC(=O)OC(C)(C)C)cc1	-33%[inhibitor]	-1%	11%	-0.4	-3%	5%	-14%	-4	-25%
O=[N+]([O-])c1ccc(/C=N/n2c(COc3ccccc3)n[nH]c2=S)cc1	i	?	1%	-2.7	-1%	3%	2%	-2	12%
COCCCNC(=O)C[C@@H]1C[C@@]2(C(=O)OC)CCCCC=C2N(CCC2=CCCCC2)C1=O	-15%	-4%	-2%	-0.9	0%	-13%	2%	-9	-10%
COc1cc(Cl)c(C)cc1NC(=O)CN1C(=O)C2CCCCC2C1=O (stereo not drawn)	i	1%	11%	-3.2	3%	3%	1%	-4	-26%
Cc1ccc(NC(=O)c2ncn(CC(=O)NCc3ccc4[nH]ccc4c3)n2)cc1C	i	-6%	12%	1.3	-7%	-17%	-16%	-2	-26%
COc1cc(NC(=O)C2CC2)c(OC)cc1NC(=O)c1ccco1	i	-3%	5%	1.7	0%	-2%	7%	0	12%
COc1cc2[nH]c(=O)n(CCC(=O)N3CC=C(c4ccccc4)CC3)c(=O)c2cc1OC	i	-4%	-12%	-0.5	0%	2%	-18%	-1	8%
Cc1cccc2c1N(CCOc1ccccc1)C(=O)C2=O	i	-12%	12%	-1.0	12%	3%	-16%	-1	-12%
Cn1cc(C(=O)c2ccc(Cl)cc2Cl)cc1C(=O)N/N=C(\N)COc1ccc(Cl)cc1	-22%	-6%	0%	-4.3	-13%	5%	-23%	15	?
CCC(C)NC(=O)C1CCN(S(=O)(=O)c2ccc3nc4c(c(C(=O)O)c3c2)CCCCC4)CC1 (stereo not drawn)	-3%	-8%	-4%	-4.7	-1%	-17%	-13%	-3	5%
Cc1ccc(NC(=O)c2cc3c(s2)CCCC3)cc1	-35%[inhibitor]	-2%	9%	-2.2	1%	13%	-12%	-9	?

Screening data: PubChem BioAssay, National Center for Advancing Translational Sciences (NCATS)

This is a subset; count on the stated rates, not on these rows.
